# High-throughput results as filed in PubChem BioAssay.
# Mm-Cpn inhibitor = blocks the Methanococcus maripaludis chaperonin Mm-Cpn | purified Mm-Cpn ATPase, ADP Transcreener TR-FRET | Potency, µM (top dose mostly 76.9 µM), without a hit: at the highest dose activity, negative = inhibition, usual class: inhibitors | 330,000 compounds, 0.031% hits | AID 504842; note: potency is the fitted concentration of half-maximal effect; % is set by controls: 0 for no effect and ±100 for the full control effect; nearly all actives have a fitted effect of over 80% in size
#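 Inhibition of chaperonin ATP hydrolysis is measured as reduced ADP production, detected by competitive TR-FRET in which signal falls with ADP. Final enzyme 25 nM and ATP 10 uM, reacted 30 min at 37°C.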
# EPAC1 antag = EPAC1 (human) antagonism. O95398. EPAC1 GEF assay, Rap1b-BODIPY-GDP exchange fluorescence. Potency, µM (titrated, usually from 115 µM), inactives show top-dose activity change, negative = inhibition, actives largely listed as inhibitors. 360,000 compounds, 0.14% hits. AID 720709;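 note: potency is the fitted concentration of half-maximal effect; plate controls were vehicle for no effect and positive control for full effect; nearly all actives have a fitted effect of over 50% in size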
# EPAC2 antagonist = EPAC2 (human) antagonism; Q8WZA2; EPAC2 GEF exchange of Rap1B-BODIPY-GDP, fluorescence; Potency, µM (top dose mostly 114 µM), for inactives: top-dose activity, negative = inhibition, hits mostly inhibitors; 360,000 compounds, 0.18% hits; AID 720708; note: potency is the fitted concentration of half-maximal effect; % is set by controls: 0 for no effect and ±100 for the full control effect; nearly all actives have a fitted effect of over 45% in size; many of its hits are not listed in these tables
# EPAC1 agonist = activates human EPAC1 exchange factor | O95398 | Potency, µM (doses to about 154 µM), for inactives: at the top dose activation, actives largely listed as activators | EPAC1 agonist qHTS, biochemical assay; response scale: 100% = response to 6.5 mM cAMP | 360,000 compounds, 0.073% hits; note: potency is the fitted concentration of half-maximal effect; nearly all actives have a fitted effect of over 60% in size
#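 Normalized to 6.5 mM cAMP, activity reflects EPAC1-catalysed release of BODIPY-GDP from Rap1B, followed kinetically over 30 min at 480 nm excitation, 540 nm emission. Reaction contained 100 nM EPAC1, 250 nM Rap1B-BODIPY-GDP, 50 uM GDP.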
# PI5P4Ka inh = inhibitors of human PI5P4K alpha; P48426; PI5P4Kalpha enzyme, ADP-Glo luminescence, 60 min; stronger effect = lower value; max response, %; 330,000 compounds, 1.2% hits; AID 652105; active = max response of -50% or lower; inconclusive = between -30% and -50%; inactive = -30% or higher; note: value at the top dose of about 77 µM; % is set by controls: 0 for no effect and ±100 for the full control effect
# Target sequence (P48426 whole entry, looked up): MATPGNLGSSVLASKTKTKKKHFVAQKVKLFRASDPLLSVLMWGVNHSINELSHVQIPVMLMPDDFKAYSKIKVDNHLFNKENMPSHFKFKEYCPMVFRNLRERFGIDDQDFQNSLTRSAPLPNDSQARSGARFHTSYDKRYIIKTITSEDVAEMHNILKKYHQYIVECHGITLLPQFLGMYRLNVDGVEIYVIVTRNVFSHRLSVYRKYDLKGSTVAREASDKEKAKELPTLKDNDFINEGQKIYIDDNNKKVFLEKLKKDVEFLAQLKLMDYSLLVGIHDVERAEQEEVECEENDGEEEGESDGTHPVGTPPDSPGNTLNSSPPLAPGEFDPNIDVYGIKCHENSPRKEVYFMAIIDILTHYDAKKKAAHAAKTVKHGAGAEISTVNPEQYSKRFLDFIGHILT
#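 Reactions run in 0.038 M HEPES pH 7.4, 0.28 mM EGTA, 0.1% CHAPS and 5% DMSO, with PI5P4Kalpha, substrate, compound and 5 microM ATP final, one hour at room temperature. Readout is ADP-Glo luminescence.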
# CCT chaperon mod = modulators of cytosolic chaperonin (CCT/TRiC) activity; purified chaperonin ATPase assay, HTRF ADP detection, 30 min; activity change, % (concentration not given with the values), hits read low; 360,000 compounds, 0.3% hits; AID 651819; in the data active = activity change below about -30%; note: % is set by controls: 0 for no effect and ±100 for the full control effect
#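 Nucleotide hydrolysis assay: TRiC at 20–40 nM final (set by batch activity) with 10 uM ATP, 30 min at 37 °C, in presence of 76 uM compound. Detection by competitive ADP HTRF, 30 min ambient.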
# WRN inhibitor = blocks human WRN helicase. Potency, µM (series often up to 114 µM), for inactives: at the highest dose activity change, negative = inhibition, usual class: inhibitors. 360,000 compounds, 0.46% hits. WRN helicase unwinding, fluorescent forked duplex, kinetic. Q14191. AID 651768; note: potency is the fitted concentration of half-maximal effect; % is set by controls: 0 for no effect and ±100 for the full control effect; nearly all actives have a fitted effect of over 55% in size
#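 Enzyme (20 nM final) and test compound sit together 15 min at room temperature before substrate addition. Substrate is a single-forked duplex oligonucleotide (100 nM) labelled with fluorophore and quencher, with 2 mM ATP; helicase unwinding raises red fluorescence, read kinetically.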
# PLK1 PBD inh = blocks phosphopeptide binding to human PLK1 polo-box domain; AID 720504; Plk1 PBD binding of FITC phosphopeptide, fluorescence polarization; 360,000 compounds, 2.8% hits; Potency, µM, for inactives: max response, negative = inhibition, most hits filed as inhibitors; note: potency is the fitted concentration of half-maximal effect; series mostly up to about 57 µM; % is set by controls: 0 for no effect and ±100 for the full control effect; nearly all actives have a fitted effect of over 65% in size
# Target sequence (P53350 whole entry, looked up, the tested form may be a part): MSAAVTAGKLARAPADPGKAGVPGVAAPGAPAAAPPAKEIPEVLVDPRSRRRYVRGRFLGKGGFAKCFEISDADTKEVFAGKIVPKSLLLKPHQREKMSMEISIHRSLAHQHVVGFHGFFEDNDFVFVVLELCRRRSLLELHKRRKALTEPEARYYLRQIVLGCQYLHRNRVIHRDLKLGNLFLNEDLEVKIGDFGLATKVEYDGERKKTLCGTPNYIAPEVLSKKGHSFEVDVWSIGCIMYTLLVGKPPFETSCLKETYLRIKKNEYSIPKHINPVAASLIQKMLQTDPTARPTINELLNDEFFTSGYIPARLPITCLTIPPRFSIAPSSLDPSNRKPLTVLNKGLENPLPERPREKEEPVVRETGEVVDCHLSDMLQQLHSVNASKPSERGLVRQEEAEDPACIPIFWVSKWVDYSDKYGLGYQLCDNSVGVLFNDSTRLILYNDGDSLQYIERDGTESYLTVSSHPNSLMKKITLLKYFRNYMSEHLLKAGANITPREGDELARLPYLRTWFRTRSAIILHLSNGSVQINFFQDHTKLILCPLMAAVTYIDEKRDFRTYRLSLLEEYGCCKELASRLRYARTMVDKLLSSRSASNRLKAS
# The depositor's hits bear a star; ? = inconclusive; . = no result given; & = joins results of further samples; [ ] = dose if it differs, or a comment. Unless noted, calls come from the whole dose curve; as a rule, active = well fitted curve in the direction sought with a large enough effect; inconclusive = small, poorly fitted or top-dose-only effect, or another doubt; inactive = no such curve, though single readings can be large; an effect the other way counts as inactive or inconclusive.
SMILES,Mm-Cpn inhibitor,EPAC1 antag,EPAC2 antagonist,EPAC1 agonist,PI5P4Ka inh,CCT chaperon mod,WRN inhibitor,PLK1 PBD inh
C/C(CC(=O)Nc1ccc(F)cc1)=N\NC(=O)COc1ccccc1,2%,-8%,2%,-9%,-4,-1.0,-2%,6%
O=C(Cc1ccc(-n2c(=S)[nH]c3ccccc3c2=O)cc1)N1CCC(N2CCCCC2)CC1,0%,6%,17%,-6%,.,-1.8,-9%,-1%
CCN(CC)C(=O)C[n+]1ccc(C(N)=O)cc1,-3%,5%,-6%,8%,-6,-0.7,0%,27µM*
CCc1nc(N)nc(N)c1-c1ccc(Cl)c(N=[N+]=[N-])c1,.,-14%&-16%,-6%&9%,1%&-1%,-5&9,-2.8&0.9,0%&3%,-8%&-4%
C/C(=N/NC(=O)CNC(=O)c1cccnc1)c1cccc([N+](=O)[O-])c1,-3%,-5%,-5%,-4%,-1,-1.8,-3%,-2%
O=C(COc1ccc(Cl)cc1)NCc1nnc(SCC(=O)NC2CCCC2)o1,.,-17%,-8%,3%,5,1.1,-11%,-6%
CCc1cccc(NC(=O)CCNC(=O)Cn2ccc3ccccc3c2=O)c1,0%,-7%,3%,2%,-1,0.1,-4%,-10%
CCOc1ccc(NC(=O)C2=C(C)NC(=S)NC2c2ccc(O)c(OC)c2)cc1 (centres undefined),-1%,?,-4%,-5%,0,1.0,0%,-18%
COc1cc([N+](=O)[O-])c(OC)cc1SCc1n[nH]c(=S)n1-c1ccc(F)cc1,-3%,6%,18%,-12%,-12,0.6,8%,-19%
Cn1nc(NC(=O)CC(C)(C)CC(=O)O)c2ccccc21,-2%,11%,8%,-1%,-1,-2.5,3%,3%
N/C(CC(=O)Nc1ccc(F)c(Cl)c1)=N\OC(=O)c1cccs1,2%,-12%,0%,-4%,-4,0.3,-10%,1%
CC1(C(=O)NCCc2ccccc2)Cc2c(-c3cccc(C(F)(F)F)c3)ccnc2O1 (centres undefined),.,-16%,-11%,-8%,-6,-1.0,-6%,2%

# Entries listed so far containing a halogen:
SMILES,Mm-Cpn inhibitor,EPAC1 antag,EPAC2 antagonist,EPAC1 agonist,PI5P4Ka inh,CCT chaperon mod,WRN inhibitor,PLK1 PBD inh
C/C(CC(=O)Nc1ccc(F)cc1)=N\NC(=O)COc1ccccc1,2%,-8%,2%,-9%,-4,-1.0,-2%,6%
CCc1nc(N)nc(N)c1-c1ccc(Cl)c(N=[N+]=[N-])c1,.,-14%&-16%,-6%&9%,1%&-1%,-5&9,-2.8&0.9,0%&3%,-8%&-4%
O=C(COc1ccc(Cl)cc1)NCc1nnc(SCC(=O)NC2CCCC2)o1,.,-17%,-8%,3%,5,1.1,-11%,-6%
COc1cc([N+](=O)[O-])c(OC)cc1SCc1n[nH]c(=S)n1-c1ccc(F)cc1,-3%,6%,18%,-12%,-12,0.6,8%,-19%
N/C(CC(=O)Nc1ccc(F)c(Cl)c1)=N\OC(=O)c1cccs1,2%,-12%,0%,-4%,-4,0.3,-10%,1%
CC1(C(=O)NCCc2ccccc2)Cc2c(-c3cccc(C(F)(F)F)c3)ccnc2O1 (centres undefined),.,-16%,-11%,-8%,-6,-1.0,-6%,2%

# Back to the main list; the 2 compounds before the break are reprinted first.
SMILES,Mm-Cpn inhibitor,EPAC1 antag,EPAC2 antagonist,EPAC1 agonist,PI5P4Ka inh,CCT chaperon mod,WRN inhibitor,PLK1 PBD inh
N/C(CC(=O)Nc1ccc(F)c(Cl)c1)=N\OC(=O)c1cccs1,2%,-12%,0%,-4%,-4,0.3,-10%,1%
CC1(C(=O)NCCc2ccccc2)Cc2c(-c3cccc(C(F)(F)F)c3)ccnc2O1 (centres undefined),.,-16%,-11%,-8%,-6,-1.0,-6%,2%
CC(=O)Nc1ccc(S(=O)(=O)NNC(=O)CCC(=O)Nc2cc(C)ccc2C)cc1,3%,-7%,10%,-7%,0,-1.3,-1%,1%
CCN(C(=O)COC(=O)CNC(=O)c1cccs1)c1c(N)n(Cc2ccccc2)c(=O)[nH]c1=O,.,19%,1%,11%,-2,-4.5,0%,-2%
CCCCC(=O)Nc1ccc(NC(=O)c2cccnc2)cn1,-1%,1%,7%,5%,0,-5.1,3%,1%
O=C(CNc1cc(S(=O)(=O)N2CCOCC2)ccc1NCC1CCCO1)Nc1ccc(C(F)(F)F)cc1 (centres undefined),-1%,-25%,2%,-2%,2,-1.0,-17%,-9%
CNS(=O)(=O)c1cccc(C(=O)OCC(=O)NCc2ccccc2)c1,0%,13%,-1%[57.1 µM],-10%,0,0.0,9%,-7%
S=c1[nH]nc2sc3ccccc3n12,.,-12%,3%,-6%,-20,-0.9,0%,-28%
COc1ccc(NC(=O)COC(=O)C23CCC(=O)N2c2ccccc2S3)cc1 (centres undefined),-1%,-8%,-6%,-3%,.,0.0,-5%,-3%
CSc1ccccc1C(=O)NCCc1ccc(S(=O)(=O)N2CCCCC2)cc1,2%,-1%,-4%,12%,.,-0.3,4%,-6%
O=C(Nc1ccc([N+](=O)[O-])cn1)c1ccc2c(c1)OCO2,-2%,-10%,5%,5%,11,1.8,0%[57.1 µM],-5%
Cn1cnnc1SCC(=O)NCCc1ccccc1,-3%,-1%,6%,6%,.,-4.1,9%,-8%
CCCCn1nc2cc(C(=O)NCc3cc(C(F)(F)F)cc(C(F)(F)F)c3)ccc2c1OC,0%,-14%,-3%,-32%[inhibitor],-1,-3.8,0%,-2%
CCn1cc(C(=O)OCC(=O)c2ccc(Cl)cc2)c(=O)c2ccc(C)nc21,-1%,6%,-12%,1%,0,0.6,-2%,5%
Cc1ccc2oc3c(c(=O)c2c1)C(c1cccc(Br)c1)N(Cc1ccco1)C3=O (centres undefined),1%,7%,12%,-2%,.,-1.6,16%,0%
CCOC(=O)c1nn(-c2ccc(F)cc2)c(=O)c2c(N)scc12,-1%,7%,-3%,1%,-7,0.6,-22%,?
O=C(Nc1ccc(SC(F)F)cc1)c1ccccc1F,2%,-13%,-22%,-10%,9,-0.8,2%,-11%
COc1ccc(N(CC(=O)Nc2cccc(C)c2)S(=O)(=O)c2c(C)noc2C)cc1,3%,-15%,3%,-9%,-5,0.6,-5%,-4%
O=C1CCCN2N=C(SCC(=O)Nc3cccc(Cl)c3)SC2=N1,-7%,-4%,5%,-7%,-12,-1.4,4%[11.6 µM],-15%
CC(C)CNC(=S)N(CCN(C)C)Cc1cc2cc3c(cc2[nH]c1=O)OCCO3,-1%,-1%,10%,14%,-4,-0.5,10%,-5%
Cc1ccc(-c2nc(CCN3C(=O)c4ccccc4C3=O)cs2)cc1,?,-3%,-9%,24%,.,-1.3,-3%,-8%
CCOC(=O)N1CCN(C(c2cccc(OC)c2)c2sc3nc(C)nn3c2O)CC1 (centres undefined),-2%,18%,5%,0%,1,-0.2,1%,-11%
CN(C)S(=O)(=O)c1ccc2c(c1)Cc1cc(S(=O)(=O)N(C)C)ccc1-2,-2%,2%,4%,13%,-6,-1.5,16%,?
COc1ccc2c(c1)C(c1ccc(C)o1)=NNC(c1cccnc1)=N2,-1%,2%,-1%,-7%,4,0.1,-5%,-10%
CCOc1cc(C(=O)NC2=NCCS2)cc(OCC)c1OCC,-12%,6%,-16%,-8%,1,-1.2,-4%,5%
COC(=O)CSc1n[nH]c(-c2ccncc2)n1,0%,1%,1%,4%,4,-7.1,-1%,-22%
Cc1nn(Cc2ccc(F)cc2)c(Cl)c1/C=N/NC(=O)c1ccccc1,3%,-7%,-2%,-13%,-4,1.1,2%,5%
Cc1c(CC(=O)O)c(=O)oc2cc3occ(-c4ccccc4)c3cc12,-1%,-4%,?,4%,-8,2.2,-11%,-3%
CC(=O)OCCOc1nc(NC(C)C)nc(NC(C)C)n1,-4%,-14%,0%,-8%,4,-1.8,1%,30µM*
O=C(O)c1ccc(-c2ccc(/C=N/Nc3ccc([N+](=O)[O-])cc3)o2)cc1,-3%,-24%,-2%,5%,-55*,-1.9,?,44%[activator]
O=C(NNc1cc(N2CCOCC2)nc(N2CCOCC2)n1)c1ccc(Cl)c(Cl)c1,-1%,7%,-11%,1%,-4,0.4,11%,-7%
OC(CNCCc1ccccc1)COc1ccc(OCC(O)CNCCc2ccccc2)cc1 (centres undefined),0%,-6%,-2%,5%,4,0.9,-11%,-11%
Cc1sc(NC(=O)CSc2nnc(COc3ccc(Cl)cc3)n2C)c(C#N)c1C,-3%,4%,19%,2%,6,2.3,-2%,1%
Cc1ccnc(SCCn2c(N3CCN(Cc4ccccc4)CC3)nc3c2c(=O)[nH]c(=O)n3C)n1,-2%,11%,15%,2%,3,1.8,8%,-1%
O=C(COc1ccc(Br)cc1Br)NC(=S)Nc1cccc(CO)c1,?,3%,0%,0%,-8,-1.8,-3%,-10%
COc1cc(OC)c(NC(=O)[C@@H]2CCC(=O)N2C2OC(=O)c3c2ccc(OC)c3OC)cc1Cl (some centres undefined),2%,1%,-4%,-16%,1,-0.7,0%,0%
CC(C)(C)NC(=O)C(c1cccs1)N(Cc1cccs1)C(=O)c1ccc(CN2CCOCC2)o1 (centres undefined),3%,12%,6%,-5%,0,0.7,12%,2%
CN(C(=O)c1ccno1)c1nnc(-c2cnccn2)s1,0%,-14%,-1%,-11%,2,-0.2,-12%,-5%
CCCCSC(=O)Nc1ccccc1,-2%,-9%,-1%,4%,1,0.1,-4%,?
CCOC(=O)c1nn(C)c2[nH]c(=O)n(C)c(=O)c12,.,7%,5%,-6%,-22,0.3,-8%,-2%
Cc1cc(Oc2cccc3c2S(=O)(=O)N(C2CCCC2)CC(COCc2ccccc2)O3)cc(C)c1C (centres undefined),.,5%,-3%,4%,3,0.9,0%,-2%
Cc1ccc2cc(/C=N/NC(=O)[C@H](C)NC(=O)OC(C)(C)C)c(Cl)nc2c1,0%,7%,9%,-6%,7,1.1,3%,-9%
COc1ccc(S(=O)(=O)NCc2ccco2)cc1C(=O)N1CCOCC1,1%,5%,-9%,6%,2,-2.5,1%,0%
CCCCn1nnnc1NCc1ccc(OC)c(OC)c1,1%,0%,6%,-9%,1,1.2,-7%,3%
COc1ccc(CN2CCCN(S(=O)(=O)c3ccc(Br)cc3)CC2)cc1,-4%,-19%,-18%,15%,-1,-10.0,-5%,27µM*

# A portion of the library (hit frequency here may not be typical).
